# TWEAK Fn14 block: inhibitors of TWEAK-Fn14 signaling, primary screen, luciferase reporter cells, uHTS; TWEAK-stimulated Fn14 reporter cells, luciferase luminescence, 8 h; inhibition, % at 10 µM; actives 2% (n = 360,000); AID 1159606, 2016; in the data active = inhibition above about 50%
# SRC2 inh: inhibition of GAL4-SRC2 driven luciferase reporter, primary screen, SRC2 inhibitor project, cell-based, luminescence; AID 651957, 2012; inhibition, % at 9 µM; HEK293 GAL4-SRC2 luciferase reporter; Nuclear receptor coactivator 2 (Homo sapiens), Q15596; actives 0.17% (n = 370,000);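 active = inhibition above the mean inhibition of all tested compounds plus 3 SD, set per campaign, cut at about 52% in these data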;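 also: 0% = DMSO treated cells and 100% = cells given Gossypol at 36 µM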
# Exocytosis inh: LAMP-1 surface exposure blockers, TALL-104 cells – cell-based, flow cytometry, MLPCN library, primary screen; actives 0.66% (n = 360,000); inhibition, % at 10 µM; TALL-104 LAMP-1 surface exposure; cells stimulated with thapsigargin and PMA;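 active = inhibition above about 55%, limit read from the data; inconclusive = no clear call, values can overlap the other calls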
# SRC1 inh: SRC1 coactivator transcriptional activity inhibitors, primary screen, cell-based, luminescence; Nuclear receptor coactivator 1 (Homo sapiens), Q15788; HEK293 GAL4-SRC1 luciferase reporter; inhibition, % at 3.6 µM; actives 0.12% (n = 360,000); AID 588354, 2011;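 active = inhibition above the campaign mean plus 3 SD, with each screening campaign given its own cutoff, cut at about 60% in these data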;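 also: 0% = DMSO treated cells and 100% = gossypol at 36 µM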
# TROY NFkB inh: inhibitors of TROY-driven NF-kB signaling, primary screen, Q293 LMP1-TROYcd cells, NF-kB luciferase, uHTS; inhibition, % at 10 µM; Q293 LMP1-TROYcd NF-kB luciferase reporter, 4 h; actives 0.98% (n = 360,000);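 active = compounds whose plate-normalised and pattern-corrected inhibition of the luciferase reporter signal at the single screening dose is 50% or more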
# ABHD5-PLIN5 inh: ABHD5-PLIN5 interaction inhibitors, primary screen, cell lysate, split luciferase complementation, luminescence; inhibition, % at 4 µM; Split G. princeps luciferase complementation, 4 h; Perilipin-5 (Homo sapiens) + 1-acylglycerol-3-phosphate O-acyltransferase ABHD5 (Homo …; actives 0.78% (n = 360,000);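 active = inhibition above the mean inhibition across every tested compound plus 3 SD, cut at about 22% in these data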;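 also: 0% = DMSO only wells and the 100% control is not disclosed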
# NOD2 RIPK2 PPI: NOD2-RIPK2 binding disruptors in cells, primary screen, fluorescence, CHO cells, BLA complementation; inhibition, % at 4.98 µM; CCF4 ratio; actives 0.38% (n = 360,000); Receptor-interacting serine/threonine-protein kinase 2 (Homo sapiens), O43353; in the data active = inhibition above about 21%;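 also: 0% = vehicle only and 100% = reference blocker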
# NR5A2 inv ag: LRH-1 (NR5A2) inverse agonists, primary screen, cell-based, luminescence, HEK293T, StAR-luciferase reporter | Nuclear receptor subfamily 5 group A member 2 (Homo sapiens), O00482 | LRH-1 transfected, 24 h | inhibition, % at 3.6 µM | actives 0.13% (n = 360,000);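 active = inhibition above the mean inhibition of all tested compounds plus 3 SD, cut at about 73% in these data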;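 also: 0% = DMSO wells and 100% = reporter-only cells lacking LRH-1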
# NR2F2 inh: NR2F2 transcriptional activity inhibitors, primary screen, cell-based, luciferase reporter, HEK293T, luminescence. inhibition, % at 8.6 µM. HEK293T NGFI-A luciferase reporter. COUP transcription factor 2 (Homo sapiens), P24468. actives 0.7% (n = 370,000). AID 686940, 2013;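 active = inhibition above a per-plate cutoff, mean inhibition of test wells between control levels plus 3 SD, cut at about 38% in these data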;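 also: cells cotransfected with COUP-TFII expression vector driving the NGFI-A reporter; 0% = median of COUP-TF2 test wells and 100% = reporter-only cells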
# TLR9-MyD88 inh: inhibitors of TLR9-MyD88 association in cells, primary screen, cell-based, CHO, BLA complementation, fluorescence; inhibition, % at 4.98 µM; CCF4 FRET ratio; Toll-like receptor 9 (Homo sapiens) + Myeloid differentiation primary response protein …; AID 504734, 2011; actives 0.21% (n = 340,000);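 active = inhibition above the mean over all tested compounds plus 3 SD, cut at about 21% in these data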;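 also: 0% = DMSO only wells and 100% = clavulanate BLA inhibitor control wells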
# Target sequence (Q99836 whole entry, looked up): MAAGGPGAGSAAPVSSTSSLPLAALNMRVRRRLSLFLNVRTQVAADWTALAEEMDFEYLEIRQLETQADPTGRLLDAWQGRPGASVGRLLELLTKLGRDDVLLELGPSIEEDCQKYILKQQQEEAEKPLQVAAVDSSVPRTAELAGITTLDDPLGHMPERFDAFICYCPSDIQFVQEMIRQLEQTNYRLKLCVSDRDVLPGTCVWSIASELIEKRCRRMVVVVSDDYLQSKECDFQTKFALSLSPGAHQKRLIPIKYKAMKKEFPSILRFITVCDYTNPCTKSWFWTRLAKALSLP
# Target sequence (Q9NR96 whole entry, looked up): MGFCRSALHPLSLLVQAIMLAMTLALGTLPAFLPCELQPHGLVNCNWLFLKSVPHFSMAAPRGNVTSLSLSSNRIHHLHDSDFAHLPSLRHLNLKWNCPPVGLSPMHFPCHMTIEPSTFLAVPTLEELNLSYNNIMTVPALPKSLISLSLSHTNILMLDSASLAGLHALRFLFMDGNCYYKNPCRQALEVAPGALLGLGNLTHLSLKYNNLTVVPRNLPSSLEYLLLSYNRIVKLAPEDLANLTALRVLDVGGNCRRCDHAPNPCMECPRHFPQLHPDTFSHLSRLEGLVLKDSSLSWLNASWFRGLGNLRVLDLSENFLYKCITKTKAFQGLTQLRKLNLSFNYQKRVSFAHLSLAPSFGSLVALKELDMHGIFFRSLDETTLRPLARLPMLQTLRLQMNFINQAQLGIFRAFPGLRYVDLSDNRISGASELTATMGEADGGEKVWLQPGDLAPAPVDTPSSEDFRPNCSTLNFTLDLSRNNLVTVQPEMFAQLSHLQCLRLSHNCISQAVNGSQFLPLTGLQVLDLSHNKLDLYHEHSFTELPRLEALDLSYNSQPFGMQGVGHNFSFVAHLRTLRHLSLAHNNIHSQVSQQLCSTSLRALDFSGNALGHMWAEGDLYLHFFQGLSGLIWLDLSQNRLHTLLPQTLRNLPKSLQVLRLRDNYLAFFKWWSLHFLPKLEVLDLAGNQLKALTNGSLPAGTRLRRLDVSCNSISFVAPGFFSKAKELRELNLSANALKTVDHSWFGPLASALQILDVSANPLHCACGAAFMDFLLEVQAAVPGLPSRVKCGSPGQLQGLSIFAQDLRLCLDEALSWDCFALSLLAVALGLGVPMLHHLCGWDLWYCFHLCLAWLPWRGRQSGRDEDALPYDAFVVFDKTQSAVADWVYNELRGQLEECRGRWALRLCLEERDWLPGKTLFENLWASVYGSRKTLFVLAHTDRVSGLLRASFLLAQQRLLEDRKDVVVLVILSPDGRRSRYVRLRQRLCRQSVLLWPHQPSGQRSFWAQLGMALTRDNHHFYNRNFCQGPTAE
# SRC3 inh: SRC3 coactivator transcriptional activity inhibitors, primary screen, cell-based, luminescence; actives 0.17% (n = 360,000); AID 588352, 2011; HEK293 GAL4-SRC3 luciferase reporter; Nuclear receptor coactivator 3 (Homo sapiens), Q9Y6Q9; inhibition, % at 3.6 µM;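 active = inhibition above a per-campaign cutoff, the mean of all compounds plus 3 SD, cut at about 60% in these data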;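 also: 0% = DMSO-treated cells and 100% = gossypol-treated cells at 36 µM; higher means less SRC3-driven luciferase light from the GAL4 reporter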
# An asterisk follows results filed as active; ? = inconclusive; / = not tested or not shown. Some of the compounds tested; rates above refer to the full screens.
SMILES,TWEAK Fn14 block,SRC2 inh,Exocytosis inh,SRC1 inh,TROY NFkB inh,ABHD5-PLIN5 inh,NOD2 RIPK2 PPI,NR5A2 inv ag,NR2F2 inh,TLR9-MyD88 inh,SRC3 inh
Cc1ccc(NC(=O)COC(=O)/C=C/c2ccco2)cc1S(=O)(=O)N(C)C,2,16,0,5,-2,15,8,-24,-2,1,-11
CCOC(=O)N1CCC(n2c(SCC(=O)Nc3nccs3)nc3ccsc3c2=O)CC1,-17,-22,-1,-7,-10,-4,3,-16,20,1,-2
CCCCCCn1cnc2c(oc3nc4c(cc32)CCCC4)c1=O,-19,-13,-3,-12,-61,9,-11,7,-18,-4,-33
Cn1c(CN2CCOCC2)c(C#N)c2ccccc21,5,2,4,5,5,-4,-8,9,-7,-6,2
CCN1CCN(C(=O)c2ccc(CS(=O)(=O)Cc3ccccc3F)o2)CC1,-6,-7,-2,-13,-13,-1,-10,11,-3,12,8
CCOC(=O)C(C)(C)C(=O)C(C)(C)C(O)c1ccccn1 (stereo not given),-16,-17,4,4,6,-3,-2,-1,16,-1,-25
Cc1cc(Br)ccc1NC(=O)CN(C)C(=O)CNC(=O)Cc1ccccc1,-10,-12,-13,-29,23,4,-9,15,13,-1,-9
CCNC(=O)NC(=O)C(C)Sc1nc2cc(C(=O)OC)ccc2c(=O)n1-c1ccccc1 (stereo not given),-10,-57,2,-8,38,-1,-8,12,-8,-3,-7
Cc1ccc(S(=O)(=O)N(CCO)c2cc3c(s2)CCCC3)cc1,-8,3,0,7,16,-9,5,-5,6,-5,-4
O=S(=O)(NCc1ccccc1)c1ccccc1Br,6,-3,2,-30,8,4,-4,32,-1,-5,-10
CC(C)Cc1nnc(NS(=O)(=O)Cc2ccccc2)s1,-12,-17,-5,0,-7,2,-8,-1,-11,2,0
CNC(=O)c1nn(-c2ccccc2)ccc1=O,-7,-33,2,-13,-3,3,-1,-5,-16,-6,2
CCN(C(=O)CN1CCCCC1)c1c(N)n(Cc2ccccc2)c(=O)[nH]c1=O,20,8,-4,10,-9,2,-2,14,-15,-1,-4
COc1ccc(C(=O)c2c[nH]c(C(=O)NCc3cccnc3)c2)cc1,16,9,2,-25,12,-7,3,8,9,3,0
CN(C)CCCN(C(=O)CCc1ccccc1)c1nc2ccc(F)cc2s1,-4,-21,1,0,-12,12,2,6,13,-3,15
Cc1nnc(N2CCc3ccccc3C2)[nH]c1=O,5,-15,-1,2,8,9,3,13,13,-5,12
Cc1ccc(C)c(C(=O)Nc2cc(C)nn2-c2nc(C)cc(C)n2)c1,0,-12,1,8,32,6,-6,8,3,3,12
Cc1nnc(SCc2ccc([N+](=O)[O-])cc2)o1,-13,-12,-2,-14,-8,-3,-1,10,4,3,21
CCCCN1C(=O)Nc2ccccc2S1=O (stereo not given),13,5,3,-5,-16,-2,-3,-27,-4,-6,-13
CN(C)CCCO/N=C(\c1ccccc1)c1ccncc1,3,-21,?,9,-9,-1,-7,-4,4,6,-5
COc1cc(C(=S)N2CCOCC2)ccc1OS(=O)(=O)c1ccc(Cl)cc1,-3,-14,-1,11,-5,-7,4,-5,-9,2,-1
CCN(CC(=O)NCc1ccc(F)cc1)C(=O)c1ccc(C(=O)c2ccccc2)cc1,17,-11,7,7,10,7,3,-9,21,-7,-6
O=C(Nc1ccc(S(=O)(=O)N2CCCCC2)cc1)c1ccccc1F,1,-15,8,11,-6,2,3,4,1,2,-1
COC(=O)c1ccc(OCC(O)CN(CCO)CC(O)Cn2ccc3ccccc32)cc1 (stereo not given),19,-9,-4,7,14,10,7,18,-2,-3,16
N#Cc1cc(C(=O)c2ccccc2OCC(=O)Nc2ccccc2)cn(C2CCCCC2)c1=O,-22,26,-3,-5,5,3,12,12,1,4,2
O=C(CSc1ccccc1C(=O)O)Nc1ccc2c(c1)OCO2,26,-12,0,-1,4,-1,-11,-4,1,0,7
Cc1sc2ncnc(N3CCC(C(=O)N(C)CC(=O)Nc4ccccc4Br)CC3)c2c1C,51*,-14,0,29,30,4,-1,8,11,-2,29
COc1ccc(CN2C(=O)c3cccnc3C2Nc2ccc(OC)c(Cl)c2)cc1 (stereo not given),6,11,-3,-23,6,-1,-2,10,-10,11,15
CCN(CC(=O)NCc1cccs1)C(=O)c1cccc(S(=O)(=O)Nc2ccc(F)cc2)c1,7,-5,13,0,-10,8,-1,24,11,-9,19
CCOC(=O)C1(Cc2cccc(OC)c2)CCCN(C(=O)c2cc(C)[nH]n2)C1 (stereo not given),-25,-81,9,-47,-47,-3,3,-36,-22,1,-20
CC1CCN(S(=O)(=O)c2ccc3nc(-c4ccccn4)cc(C(=O)NCCN(C)Cc4ccccc4)c3c2)CC1,-2,-18,35,-8,8,-2,3,-5,9,10,15
CCO[C@@H]1OC(C(=O)N2CCOCC2)=C[C@H](c2ccccc2)[C@H]1CCCO,4,4,-3,-1,6,0,-2,5,3,-18,7
CCOP(C)(=O)C1(C(=O)OCc2ccccc2)CC1 (stereo not given),-2,-1,1,12,13,8,-6,-7,2,3,-10
O=C(CN1CC(=O)Oc2ccccc21)NCc1ccco1,0,-36,6,-13,-28,-5,6,-5,-39,11,-11
CC(C)(C)NC(=O)C(c1ccccn1)N(C(=O)C1CSC(=O)C1)c1ccc(F)cc1 (stereo not given),-10,5,0,-11,-1,0,-10,-6,-4,3,8
CCCc1nnc(NC(=O)CCC(=O)N2CCN(Cc3cc(Cl)ccc3OC)CC2)s1,-1,-8,-4,-4,20,-4,9,1,3,3,-21
Cn1c(=O)oc2cc(S(=O)(=O)NCCC(=O)NCCc3ccccc3)ccc21,-1,-11,1,7,7,2,-3,-8,16,0,10
O=C(/C=C/c1ccccc1Cl)NC1CCCCC1,-32,-83,-11,-61,-53,-2,4,-29,-9,3,-78
O=C(c1ccc2c(c1)CCN2S(=O)(=O)c1ccccc1)N1CCN(c2ccc(F)cc2)CC1,-3,-12,?,17,12,9,-2,2,-21,8,-5
O=C(C1=C[C@H](c2ccc(C(F)(F)F)cc2)C[C@H](OCc2ccc(CO)cc2)O1)N1CCCCCCC1,-29,/,2,-6,-9,7,3,-2,/,-5,-23
COc1ccccc1-c1nc2n(n1)C(c1ccc(Cl)cc1)C(C(N)=O)=C(C)N2 (stereo not given),6,11,-2,7,-3,-2,2,-3,19,1,-15
CCOc1ccc(S(=O)(=O)N2CCC(C(=O)NCCc3ccc(OC)c(OC)c3)CC2)cc1,0,-2,12,0,-13,2,1,-26,14,8,3
Cc1ccc(-c2ccc3nnc(SCC(=O)NCC4CCCO4)n3n2)cc1 (stereo not given),8,-13,-5,-4,12,-6,-4,4,-3,-16,7
O=C(c1cc(-c2cccs2)on1)N1CCc2ccccc2C1,-7,-24,1,-9,-73,-4,1,-19,-11,-7,-6
Cc1ccc(/C=N/NC(=S)NC(C)C)o1,-13,2,2,-9,15,-2,-12,-13,0,3,-13
COc1ccc(/C=C/c2ccncc2)cc1OC,-11,-42,-2,-12,/,-2,3,-20,7,-5,-6
COc1ccccc1CNc1cncnc1,-19,-7,-2,-6,-4,5,0,-7,-10,1,2
Cc1cnc(NC(=O)c2ccccn2)s1,55*,-1,0,-86,22,2,-1,-176,-15,-1,-92
CCc1ccccc1NC(=O)CCc1c(C)nc(SC)nc1C,17,-47,5,18,-4,-2,-3,-4,6,-9,-26
Cc1ccc(N(Cc2ccc(C(=O)NCCSc3ccccn3)cc2)S(C)(=O)=O)cc1C,-2,11,-2,-8,-22,2,-11,15,-10,2,8
CC(C)(C)c1cc(NC(=O)c2cccc([N+](=O)[O-])c2)no1,-21,/,2,-89,-32,-4,-9,-72,/,5,-54
COc1ccc(/C=N/NC(=O)C(N)=O)c(OC)c1OC,8,-24,-1,8,-7,-2,-9,6,-7,-1,8
CCOC(=O)N1CCN(CC(O)COCc2ccccc2)CC1 (stereo not given),-9,4,0,10,1,0,-8,-11,3,-10,-12
Cc1ccc(-c2c[n+](Cc3ccc(Cl)c(Cl)c3)c3n2CCC3)cc1,41,18,4,23,28,16,3,28,19,-5,54
O=C(CCc1ccccc1)NC1C2CC3CC(C2)CC1C3 (stereo not given),0,-1,1,12,-19,-7,-11,-16,-11,-10,2
O=C(COc1ccc(Cl)cc1Cl)N/N=C/c1ccc(OC2OC(CO)C(O)C(O)C2O)cc1 (stereo not given),-8,-32,-7,10,3,6,-10,-3,20,0,-10
COc1ccc(CCNC(=O)CCc2ccc(S(=O)(=O)NC(C)C)cc2)cc1OC,0,-2,-2,5,18,3,-2,12,-2,1,17
COCCn1c(N)c(N(Cc2ccccc2)C(=O)c2ccc(-c3ccc(Cl)cc3)o2)c(=O)[nH]c1=O,18,22,0,0,-13,-5,-9,0,0,2,-3
NC(=O)c1cc2nc(-c3ccco3)cc(C(F)(F)F)n2n1,2,-3,5,-14,6,4,-2,-3,2,0,3
CCOC(=O)/C=c1\s/c(=C\c2ccc(C)cc2)c(=O)n1CC(=O)NCc1ccco1,1,-7,0,1,7,5,-11,-9,-2,-8,2

# At a glance, part of the list above:
SMILES,TWEAK Fn14 block,SRC2 inh,Exocytosis inh,SRC1 inh,TROY NFkB inh,ABHD5-PLIN5 inh,NOD2 RIPK2 PPI,NR5A2 inv ag,NR2F2 inh,TLR9-MyD88 inh,SRC3 inh
O=C(CCc1ccccc1)NC1C2CC3CC(C2)CC1C3 (stereo not given),0,-1,1,12,-19,-7,-11,-16,-11,-10,2
O=C(COc1ccc(Cl)cc1Cl)N/N=C/c1ccc(OC2OC(CO)C(O)C(O)C2O)cc1 (stereo not given),-8,-32,-7,10,3,6,-10,-3,20,0,-10

# The list goes on:
SMILES,TWEAK Fn14 block,SRC2 inh,Exocytosis inh,SRC1 inh,TROY NFkB inh,ABHD5-PLIN5 inh,NOD2 RIPK2 PPI,NR5A2 inv ag,NR2F2 inh,TLR9-MyD88 inh,SRC3 inh
NC(=O)COC(=O)c1cccc(S(=O)(=O)N2CCN(c3ccccc3)CC2)c1,16,10,-1,9,8,1,-1,6,-3,9,1
CCCCC(NC(=O)c1ccccc1)C(=O)OCC(=O)N1c2ccccc2Sc2ccccc21 (stereo not given),-7,-5,1,-12,12,-3,7,-19,-10,-12,1
COC(=O)c1ccc(Oc2nc3c(c(=O)n(C)c(=O)n3C)n2CCC(C)C)cc1,-24,0,1,-3,8,-3,-10,0,2,-12,11
CC(=O)Oc1ccc(-c2cc3ccccc3oc2=O)cc1,-13,-31,-16,-90,-66,-3,3,-85,-18,-13,-57
Cc1ccc2c(c1)CC1(CN2C)C(=O)OC2(CCCCC2)OC1=O,13,0,2,-8,10,4,-11,12,-3,2,0
